FEN1 inh – blocks human flap endonuclease 1 | P39748 | Recombinant FEN1 flap cleavage, fluorescence, 15 min | Potency, µM (titrated, usually from 114 µM), for inactives: at the top dose activity change, negative = inhibition, actives largely listed as inhibitors | 390,000 compounds, 0.35% hits | AID 588795; note: nearly all actives have a fitted effect of over 65% in size
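Read-out was taken twice, immediately and after 15 min, following addition of 50 nM substrate to 10 nM FEN1 that had sat with test compound for 15 min at room temperature. Curves came from a four-parameter Hill model.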
DT40 TDP1 CPT – growth inhibition of DT40 Tdp1-/-;hTDP1 cells with camptothecin (screen for TDP1 inhibitors); chicken DT40 Tdp1-/-;hTDP1 cells + 20 nM CPT, ATP luminescence, 48 h; Potency, µM (top dose mostly 46.2 µM), for the others: top-dose activity change, negative = growth inhibition, actives largely listed as inhibitors; 420,000 compounds, 12% hits; AID 686979; note: nearly all actives have a fitted effect of over 55% in size
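Chicken DT40 Tdp1-/- cells stably complemented with human TDP1 were seeded at 400 cells/well in medium containing 20 nM camptothecin, exposed to pin-transferred compounds, and grown at 37 °C for at least 48 hr. Viability was read as ATP luminescence.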
KAT2A inh – inhibitors of human GCN5L2 histone acetyltransferase | GCN5L2 HAT assay, ThioGlo1 CoA-SH fluorescence | 390,000 compounds, 0.21% hits | Q92830 | Potency, µM (titrated, usually from 58.9 µM), inactives show at the highest dose activity change, negative = inhibition, most hits filed as inhibitors
Target sequence (Q92830 whole entry, looked up): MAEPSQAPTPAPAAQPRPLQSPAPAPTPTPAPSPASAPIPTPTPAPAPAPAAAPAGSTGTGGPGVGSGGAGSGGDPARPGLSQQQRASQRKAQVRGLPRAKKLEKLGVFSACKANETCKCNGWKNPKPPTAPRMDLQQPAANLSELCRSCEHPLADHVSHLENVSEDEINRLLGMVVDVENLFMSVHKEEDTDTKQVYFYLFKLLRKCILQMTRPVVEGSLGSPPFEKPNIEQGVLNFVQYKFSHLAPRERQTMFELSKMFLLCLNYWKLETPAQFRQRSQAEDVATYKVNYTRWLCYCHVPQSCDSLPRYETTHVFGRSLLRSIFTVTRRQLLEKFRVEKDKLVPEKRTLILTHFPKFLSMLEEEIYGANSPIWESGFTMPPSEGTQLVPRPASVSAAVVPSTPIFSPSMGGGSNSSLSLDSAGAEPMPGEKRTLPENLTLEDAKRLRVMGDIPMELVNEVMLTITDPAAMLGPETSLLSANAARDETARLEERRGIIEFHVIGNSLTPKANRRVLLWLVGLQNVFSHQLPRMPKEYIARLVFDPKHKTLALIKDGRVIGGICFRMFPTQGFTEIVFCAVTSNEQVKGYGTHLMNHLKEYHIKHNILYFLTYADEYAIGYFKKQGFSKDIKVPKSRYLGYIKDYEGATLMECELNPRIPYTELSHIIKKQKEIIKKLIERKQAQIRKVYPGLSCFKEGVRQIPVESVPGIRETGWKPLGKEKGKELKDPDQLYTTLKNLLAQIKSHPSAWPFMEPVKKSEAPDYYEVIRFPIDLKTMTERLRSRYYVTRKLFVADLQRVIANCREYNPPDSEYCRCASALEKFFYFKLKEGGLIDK
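Preincubate 20nM GCN5L2 with compound 15 min, RT → add 50uM ThioGlo1 + 75uM H3(1-25) + 70uM acetyl-CoA → read fluorescence 0 and 20 min. Primary qHTS; fluorescent artifacts likely.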
* = called active by the depositor; u = inconclusive; x = not tested or not shown; & = joins results of further samples; [ ] = remark or other dose. Calls come from the whole dose curve; as a rule, active = well fitted curve in the direction sought with a large enough effect; inconclusive = small, poorly fitted or top-dose-only effect, or another doubt; inactive = no such curve, though single readings can be large; an effect the other way counts as inactive or inconclusive. % is set by controls: 0 for no effect and ±100 for the full control effect; potency is the fitted concentration of half-maximal effect. Not all compounds are listed; rates above refer to the full screens.

SMILES	FEN1 inh	DT40 TDP1 CPT	KAT2A inh
CCc1ccc(NC(=O)COC(=O)/C=C/c2c(C)nn(C3CCS(=O)(=O)C3)c2Cl)cc1 (configuration not stated)	19%	7%	-9%
N#CC(C#N)=Cc1cn(-c2ncc(C(F)(F)F)cc2Cl)c2ccccc12	7%	u	-3%
CCC(=O)c1ccc(OCC(=O)N2CCc3cc(OC)c(OC)cc3C2)cc1	6%	-27%	-10%
CCC(CC)C(=O)Nc1cc(-c2cccc(C)c2)nn1-c1ccccc1	-13%	23µM*	-9%
COc1ccc(Nc2nc(NCc3ccco3)nc(N/N=C/c3ccccc3F)n2)cc1	-12%	18µM*	-9%
CC(C)(C)OC(=O)N1CCC(c2c(C(=O)N3CCN(c4ccccn4)CC3)cnn2-c2ccccc2Cl)CC1	11%	u	0%
O=C(O)c1cccc(NS(=O)(=O)c2ccc(S(=O)(=O)N3CCOCC3)cc2)c1	-5%	19%	-12%
Cc1occc1C(=O)NNC(=S)Nc1ccccc1C(F)(F)F	6%	-16%	-2%
COC(=O)CCNC(=O)Cn1cnc2sc3c(c2c1=O)CCCC3	-1%	6%	-2%
CN(C)CCNc1nc(-c2ccco2)c2c(c1C#N)CC(C)(C)OC2	13%	-29%	-4%
CCN1C[C@@H]2[C@@H]3C(=O)N(Cc4ccccc4)C(=O)[C@@H]3[C@](Cc3ccccc3)(C(=O)OC)N2C1=NC1CCCCC1	-11%	u	2%
O=c1[nH][nH]c2cc(=O)n(-c3ccc(Cl)cc3)nc12	-32%	-24%	-30%
CCCCc1ccc(NC(=S)Nc2cccnc2)cc1	-12%	0%	9%
CCOc1ccc(OCC)c(S(=O)(=O)N2CCCCC2C)c1 (configuration not stated)	-9%	23µM*	-5%
CCC(C)c1ccc(NC(=S)Nc2ccc(OC)c(OC)c2)cc1 (configuration not stated)	-11%	u	2%
Cc1cc(Br)ccc1OCC(=O)NC1CCCC1	-2%	u	11%
O=C(c1ccccc1Cl)N1CCCCC1CCN1CCCCC1 (configuration not stated)	16%	-21%	-5%
O=[N+]([O-])c1cccc(-c2nn(-c3ccccc3)cc2CO)c1	-17%	-20%	-5%
c1ccc2c(c1)nc1n2CCN1CCN1CCCC1	-1%	-2%	1%
Cc1noc(/C=C/c2ccccn2)c1[N+](=O)[O-]	3%	u	-23%
COc1ccc(Br)cc1S(=O)(=O)N1CCOCC1	-3%	8%	-2%
COc1ccc(CNC(=O)CCC(=O)N2CC(C)Oc3ccccc32)cc1 (configuration not stated)	-4%	8%	-1%
COc1ccc(C(=O)Nc2cnc3sc(C)nn3c2=O)cc1	1%	7%	-1%
COc1ccc(NC(=O)CSc2ccc(-c3cccs3)nn2)cc1	-5%	-29%	-8%
O=c1n(-c2ccccc2)c(=O)n(Cc2ccccn2)n1Cc1ccccn1	-5%	5%	1%
Following part:
SMILES	FEN1 inh	DT40 TDP1 CPT	KAT2A inh
CCOC(=O)CSc1nc(N)cc(=O)[nH]1	2%	-9%	-4%
CC(Nc1cc(=O)n(C)c(=O)[nH]1)c1ccccc1 (configuration not stated)	53%[activator]	u	-11%
COc1ccc(-c2cc3ccc(O)c(CN4CCCCC4C)c3oc2=O)cc1OC (configuration not stated)	5%	u	-12%
COc1ccc(NC(=O)N2CCC(C(=O)c3ccc4c(c3)OCCO4)CC2)cc1	-1%	-20%	-2%
O=C1C[C@@H]2c3c(cccc3CN1Cc1ccc(Br)cc1)C[C@@H](O)[C@H]2O	-5%&1%	-2%&-15%	x
CC(=O)c1cccc(NC(=O)Nc2cccs2)c1	-7%	16µM*	-8%
COc1ccccc1NC(=O)C1CCCN(C(=O)Nc2ccc(F)cc2)C1 (configuration not stated)	-3%	-3%	-4%
COc1cccc(-c2cccc(NC(=O)C3CCN(Cc4cccc(C)n4)CC3)c2)c1	1%	-18%	-22%
CC(C)(C)C1CCc2nc(NC(=O)Cc3cn4ccsc4n3)sc2C1 (configuration not stated)	-22%	11%	-21%
CC1CCN(C(=O)c2cccc(S(=O)(=O)N3CCCc4ccccc43)c2)CC1	-6%	16µM*	-2%
CCc1cccc(C)c1Nc1c(-c2ccc(N(C)C)cc2)nc2cnccn12	-7%	u	-18%
CCn1cc(C(=O)NCCc2ccc(Cl)cc2)c(=O)c2cc(S(=O)(=O)N3CCC(C)CC3)ccc21	10%	u	-6%
COc1ccc([C@@H](NC(=O)OC(C)(C)C)C(=O)OC(C)(C)C)cc1	12%	u	-4%
CCOC(=O)CNC(=O)c1ccc(C)cc1	8%	-7%	-3%
COc1ccc2c(=O)c3c(=O)n(-c4ccccc4)c(-c4ccco4)nc3oc2c1	-15%	-20%	-4%
COc1ccc(NC(=O)COC(C)=O)cc1OC	5%	1%	1%
COc1ccccc1OC(C)C(=O)N1CC(=O)Nc2ccccc21 (configuration not stated)	-2%	-6%	-3%
COc1ccc(-c2n[nH]c3c2C(c2ccccn2)N(C)C3=O)cc1 (configuration not stated)	-10%	u	-1%
Cc1cc(C)cc(NC(=O)Cn2nnc(-c3nc(-c4ccncc4)no3)c2N)c1	-6%	-10%	-7%
O=C(CN1CCN(CC(=O)Nc2ccccc2Cl)CC1)Nc1ccc(F)c(F)c1	6%	u	-11%
O=C(/C=C/c1cccs1)N1CCN(c2ccccc2)CC1	-1%	-20%	-10%
CCN1C(C(=O)c2ccccc2)=C(OC(=O)c2ccc(Cl)cc2)c2ccccc2S1(=O)=O	u	u	-14%
CCOC(=O)C1=C(C)NC(=O)NC1c1c(O)ccc2ccccc12 (configuration not stated)	-19%	0%	-2%
CCC(=O)Nc1ccc(S(=O)(=O)c2ccc(NC(=O)CC)cc2)cc1	-8%	u	-3%
CN(CC(=O)NC(=O)NC1CCCCC1)c1ccccc1	18%	-14%	-11%

Six entries already listed, arranged by length of the SMILES, highest first.
SMILES	FEN1 inh	DT40 TDP1 CPT	KAT2A inh
O=C1C[C@@H]2c3c(cccc3CN1Cc1ccc(Br)cc1)C[C@@H](O)[C@H]2O	-5%&1%	-2%&-15%	x
CC(C)(C)C1CCc2nc(NC(=O)Cc3cn4ccsc4n3)sc2C1 (configuration not stated)	-22%	11%	-21%
COc1ccc(NC(=O)CSc2ccc(-c3cccs3)nn2)cc1	-5%	-29%	-8%
O=C(c1ccccc1Cl)N1CCCCC1CCN1CCCCC1 (configuration not stated)	16%	-21%	-5%
c1ccc2c(c1)nc1n2CCN1CCN1CCCC1	-1%	-2%	1%
CCOC(=O)CNC(=O)c1ccc(C)cc1	8%	-7%	-3%

Continuation.
SMILES	FEN1 inh	DT40 TDP1 CPT	KAT2A inh
c1cncc(-c2nnc(SCc3nc4ccccc4[nH]3)o2)c1	-3%	-14%	-19%
COc1ccc2cc3cc(C(=O)N4CCCCCC4)oc3nc2c1	21%	u	-9%
Cc1nc2ccc(NC(=O)c3ccc(Br)o3)cc2s1	12%	-16%	-12%
COc1ccc(/C=C2\SC(=S)N(NC(=O)c3csc4c3CCCC4)C2=O)cc1	3%	-27%	22%
CCOC(=O)C(CCc1ccccn1)c1ccccc1 (configuration not stated)	5%	u	x
CC1(C)Cc2c(cnn2-c2ccccc2)C(=O)/C1=N\NC(=O)c1ccccc1	0%	-24%	-7%
CC(C)(C)N(Cc1ccccc1)C(=O)c1ccc2c(c1)OCCO2	-11%	u	-3%
CC1=C(C(=O)O)N2C(=O)C(NC(=O)c3ccccc3Cl)C2SC1 (configuration not stated)	20%	5%	0%
CN1CCC(=NNC(=O)C(=O)Nc2ccccc2F)CC1	-2%	-11%	-4%
COc1ccc2[nH]c(=O)c(CN(C(=O)c3cccnc3)c3cc(C)ccc3C)cc2c1	-2%	8%	-3%
O=c1c2[nH]c3ccccc3c2nc(SCc2cccc(F)c2)n1-c1ccccc1	-3%	u	-4%
COc1ccccc1C(=O)CN1C(=O)NC2(CCc3ccccc32)C1=O (configuration not stated)	9%	u	-6%
O=C(CN1CCN(c2ccc(O)cc2)CC1)Nc1ccc2c(c1)OCCO2	-8%	u	1%
COc1cc(-c2nc3oc4ccccc4c(=O)c3c(=O)n2Cc2ccco2)cc(OC)c1OC	-8%	18µM*	-3%
Fc1ccccc1-n1[nH]nnc1=S	0%	u	x
CCCCc1ncc(CN2CCN(Cc3ccc(C)cc3)C(CCO)C2)[nH]1 (configuration not stated)	15%	-18%	-2%
COc1ccccc1-c1nn(-c2ccccc2)cc1C(=O)NCC(c1ccco1)N1CCCC1 (configuration not stated)	4%	u	0%
C/C(=N\NC(=S)Nc1ccc(F)cc1)C1CC1	1%	u	4%
CCOC(=O)c1c(NC(=O)c2cc(CC(C)C)on2)sc(C(C)=O)c1C	1%&7%	u	-1%&-8%
Nc1c(C(=O)Nc2ccccc2F)sc2nc3c(cc12)CCCCCC3	1%	2.6µM*	-13%
CN(C)c1ccc(/C=N/NC(=O)CCc2nc3ccccc3[nH]2)cc1	1%	2%	-1%
Cc1ccc(NC(=O)/C=C/c2ccc(Cl)cc2)c(Br)c1	-12%	x	-6%
COc1cccc(C(=O)N2CCC(N3CC(C)OC(C)C3)CC2)c1 (configuration not stated)	12%	9%	-4%
Cc1ccccc1-n1nc(C)c2cc(C(=O)N3CCN(S(=O)(=O)c4ccc(Cl)cc4)CC3)sc21	5%	u	-9%
CCCCn1c(=O)c2ccccc2n2c(=S)[nH]nc12	1%	14%	-9%

Next section; it opens with the 3 that closed the last part.
SMILES	FEN1 inh	DT40 TDP1 CPT	KAT2A inh
COc1cccc(C(=O)N2CCC(N3CC(C)OC(C)C3)CC2)c1 (configuration not stated)	12%	9%	-4%
Cc1ccccc1-n1nc(C)c2cc(C(=O)N3CCN(S(=O)(=O)c4ccc(Cl)cc4)CC3)sc21	5%	u	-9%
CCCCn1c(=O)c2ccccc2n2c(=S)[nH]nc12	1%	14%	-9%
Cc1c(O)c2ccccc2oc1=O	-5%	-13%	-11%
Cc1cccc(NC(=O)CC2Nc3cccc4cccc(c34)NC2=O)c1 (configuration not stated)	u	16µM*	-13%&-8%
COC(=O)[C@@H]1C2CCC(C(=O)Nc3ccccc3)(CC2)[C@@H]1C(=O)OC	1%	19%	1%
O=C(c1ccco1)N1CCCC(c2nc3c(nnn3Cc3ccccc3)c(=O)[nH]2)C1 (configuration not stated)	-10%	5%	-5%
O=C(NC1=NCCS1)C1CC(=O)N(c2ccccc2)C1 (configuration not stated)	7%	-6%	-5%
CC(N)(C(=O)O)c1ccc(P(=O)(O)O)cc1 (configuration not stated)	x	-8%	-1%
COc1ccc(S(=O)(=O)N(CC(=O)NCCSc2ccccc2)c2ccc(Cl)cc2)cc1	-20%	16µM*	-7%
O=C(Nc1ccccc1)OCCCCCOC(=O)Nc1ccccc1	-7%	-8%	-2%
COC(=O)c1ccc(-c2ccc(C(c3c(C)[nH][nH]c3=O)c3c(C)[nH][nH]c3=O)o2)cc1	-12%	u	-21%
Cc1cc2nc3n(c2cc1C)CC1CC(C(=O)NCc2cccc(C(F)(F)F)c2)N(C)C31 (configuration not stated)	1%	-12%	-10%
CCN(C(=O)COC(=O)c1cc(OC)ccc1Br)C1CCS(=O)(=O)C1 (configuration not stated)	2%	12%	-1%
Cc1ccccc1N1C(=O)CC2(CCCC2)CC1=O	6%	0%	-5%
COc1ccc(CN(CC(O)COCc2ccccc2)S(=O)(=O)c2ccccc2Br)cc1 (configuration not stated)	-11%	u	-12%
Cc1ccc(OCc2cc(C(=O)N3CCc4[nH]cnc4C3c3ccccn3)no2)cc1C (configuration not stated)	5%	u	-24%
Nc1[nH]c(=S)[nH]c(=O)c1N=O	-3%	-5%	x
COc1ccc(S(=O)(=O)NCC(c2cccnc2)N2CCN(c3ccc(F)cc3)CC2)cc1C (configuration not stated)	-23%	15µM*	-6%
COCCN(C(=O)CSc1nnc(-c2ccc(C(C)(C)C)cc2)n1N)c1c(N)n(CC(C)C)c(=O)[nH]c1=O	4%	3%	-2%
COC(=O)CCN1CCc2cc(N=Nc3ccc([N+](=O)[O-])cc3)ccc21	1%	-9%	-2%
O=C(Nc1cccc(C(F)(F)F)c1)OCCN1CCN(Cc2ccccc2)CCC1=O	8%	21µM*	-14%&-1%
Cn1c(CCN2CCN(c3ccccn3)CC2)nc2cc(NC(=O)COc3ccccc3)ccc21	-4%	u	-6%
O=c1[nH][nH]cc1C=Nc1ccccc1O	15%	u	1%

Two entries drawn at random from those above, as already listed:
SMILES	FEN1 inh	DT40 TDP1 CPT	KAT2A inh
O=c1[nH][nH]cc1C=Nc1ccccc1O	15%	u	1%
COC(=O)CCNC(=O)Cn1cnc2sc3c(c2c1=O)CCCC3	-1%	6%	-2%

Source: PubChem BioAssay (National Center for Advancing Translational Sciences (NCATS))
